High-throughput results: PubChem, several laboratories
PMI inhibition: human PMI inhibitors, high substrate, primary screen, biochemical, fluorescence intensity, high mannose 6-phosphate (AID 1220); 190,000 compounds, 0.66% hits; inhibition, % at 20 µM, or IC50 in µM where a hit was titrated; Mannose-6-phosphate isomerase (Homo sapiens); recombinant PMI enzyme, coupled fluorescence intensity; higher % means a stronger effect
M17LAP inhibition: P. falciparum M17LAP inhibitors, primary screen, biochemical, fluorogenic H-Leu-NHMec substrate, 1536-well (AID 1619) | 220,000 compounds, 0.38% hits | recombinant M17LAP, H-Leu-NHMec fluorogenic kinetic assay; higher % means a stronger effect | inhibition, % at 30 µM; hits with a dose series show IC50 in µM;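 active means compound inhibiting the enzyme by more than half at any dose during confirmatory dose-response retesting; inconclusive means strong single-dose inhibitors picked by rank but not retested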;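 further: plate controls were full reaction with DMSO carrier for no effect and no enzyme background for full effect; strong numbers were not always called active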
T cell HTS: modulators of CD8 T cell-vesicle binding, primary screen, mouse 2C CD8+ T cells, flow cytometry. 330,000 compounds, 0.068% hits. 2C CD8+ T cell-vesicle binding; active compounds read low. calls only at 7 µM. AID 2052, 2009;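 active means response, share of CD8 T cells binding vesicles, and their 90th percentile fluorescence all below set limits, cut at about 80% in these data, passing the limit was not always enough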
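Test system: purified 2C TCR transgenic mouse naive CD8+ T cells. Probe or stimulus: QL9-peptide-loaded Drosophila micro-vesicles bearing Ld, ICAM-1 and B7-1. Incubation: binding step 1.5 h, 37 °C, antibody labelling 20 min, ice. Measured by: flow cytometry of vesicle-bound cells.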
human PMI inhibition: inhibitors of human PMI, primary screen, biochemical, fluorescence intensity, coupled assay (AID 1209). purified PMI enzyme, coupled fluorescence intensity; higher % means a stronger effect. inhibition, % at 20 µM, or IC50 in µM where a hit was titrated. 190,000 compounds, 0.42% hits;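 further: plate controls were DMSO vehicle for no effect and wells lacking substrate for full effect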
West Nile virus CPE: West Nile virus antiviral activity, cell-based, CPE readout (AID 1621). West Nile virus-infected cells, CPE inhibition; higher % means a stronger effect. CPE inhibition, % at 10 µM, or IC50 in µM where a hit was titrated. 290,000 compounds, 0.02% hits; in the data active means a potency from the dose series; inconclusive means CPE inhibition mostly from about 3.7% at the one dose, without a potency; inactive means the rest, 99 in 100 with CPE inhibition below about 2.2%; further: strong numbers were not always called active
TNAP activators: human TNAP enzyme activators, primary screen, biochemical, luminescent, no phosphate acceptor, uHTS (AID 1001); purified TNAP, luminescent activation assay, no phosphate acceptor; higher activation fold means a stronger effect; one-dose activation fold at 20 µM; EC50 in µM for titrated hits; 200,000 compounds, 0.03% hits; in the data active means activation fold from about 3, or a potency from the dose series; inactive means the rest, 99 in 100 with activation fold below about 1.6; further: many of its hits are not listed in these tables
P. falciparum M1AAP: P. falciparum M1AAP inhibitors, biochemical, fluorogenic H-Leu-NHMec substrate, 1536-well (AID 1445); recombinant M1AAP, H-Leu-NHMec fluorogenic kinetic assay; higher % means a stronger effect; one-dose inhibition, % at 30 µM; IC50 in µM for titrated hits; 220,000 compounds, 0.42% hits;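 active means primary inhibition above the hit cutoff, then over 50% inhibition at one or more dose response concentrations, cut at about 23% in these data, passing the limit was not always enough; inconclusive means conflicting primary data, or primary hits not chosen for dose response; inactive means low primary inhibition, or under 50% at every dose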;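 further: plate controls were DMSO full reaction for no effect and no enzyme background for full effect; strong numbers were not always called active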
RSV CPE inhibition: RSV antiviral activity via CPE protection, HEp-2 cells, primary 10 µM value included (AID 2391); HEp-2 cells, RSV-induced CPE inhibition; higher % means a stronger effect; CPE inhibition, % at 10 µM, or IC50 in µM where a hit was titrated; 310,000 compounds, 0.13% hits; in the data active means a potency from the dose series; inconclusive means CPE inhibition mostly from about 23% at the one dose, without a potency; inactive means the rest, 99 in 100 with CPE inhibition below about 21%; further: strong numbers were not always called active
K1F lysis inhibition: inhibition of K1F phage lysis, E. coli UTI89, bacterial capsule biogenesis inhibitors, alamar blue (AID 488966) | E. coli UTI89 K1F phage lysis, alamar blue, 2 h; higher % means a stronger effect | inhibition, % at 100 µM; hits with a dose series show IC50 in µM | 340,000 compounds, 0.02% hits;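 active means phage lysis inhibition, versus mean bacterial control, above a set limit; inconclusive means no clear call, values can overlap the other calls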;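 further: capsule biogenesis inhibitors block K1F phage lysis so surviving cells raise fluorescence; higher fluorescence means more inhibition of phage lysis; actives were called in the ten point dose series up to 300 µM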
T cell HTS vesicle-bound %: recorded beside T cell HTS, whose call it bears; double positive events, %; measured here: CD8+ vesicle-bound cell fraction;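 binding gate set so that unloaded-vesicle control wells show 10% double positive cells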
* hit, by the source's call; i = inactive; ? = inconclusive; . = no result given; [ ] = remark or other dose. Unless noted, no stated cut-off is given here; in the data, active means inhibition above about 50%; inactive means the rest.

SMILES	PMI inhibition	M17LAP inhibition	T cell HTS	T cell HTS vesicle-bound %	human PMI inhibition	West Nile virus CPE	TNAP activators	P. falciparum M1AAP	RSV CPE inhibition	K1F lysis inhibition
CC(O)c1nc2ccccc2n1CC(=O)N1CCN(c2ccccc2)CC1 (stereo not drawn)	12.9%	-2.1%	i	53.2	3.7%	0.1%	1	4.1%	-0.5%	0.1%
O=C(CSc1ncn[nH]1)NC1CC2CCC1C2 (stereo not drawn)	6.7%	45.9%	i	24.4	14.5%	0.6%	1	-1.1%	-0.4%	0.6%
COCCn1nnnc1C(c1ccccc1)N1CCN(Cc2ccc3c(c2)OCO3)CC1 (stereo not drawn)	-3.1%	6.8%	i	30.1	-4.6%	-0.2%	1.1	-3.1%	-0.3%	0.2%
CCc1ccc2[nH]c(O)c(N=NC3=NC(=O)CS3)c2c1	.	13.9%	i	57.4	.	-0.5%	.	11.4%	0.4%	1.1%
O=C(Oc1ccc2ccc(=O)oc2c1)c1ccccc1	.	.	i	23.0	.	-0.2%	.	.	-0.1%	-0.2%
C#CCOCCOCCOCCNc1nc(N2CCN(C(=O)C([C@@H](C)CC)n3cc(C(N)Cc4ccc(O)cc4)nn3)CC2)nc(N2CCN(C(=O)[C@H](CCC(=O)O)n3cc(C(N)CC(C)C)nn3)CC2)n1 (stereo partly drawn)	-17.0%	-2.5%	.	.	-18.6%	0.5%	1	-0.7%	-0.4%	-0.2%
Cc1cc(CN2C(=O)c3ccccc3C2=O)cc(N2CCOCC2)c1	3.0%	2.3%	i	8.7	3.2%	-0.3%	1.1	12.3%	1.2%	-0.6%
CC(=O)C(C)n1cnc2scc(-c3ccc(C)cc3)c2c1=O (stereo not drawn)	.	.	i	58.9	.	1.5%	.	.	3.2%	0.0%
CC(C)NC(=O)CSc1nnc(-c2ccc(F)cc2)c2ccccc12	-3.2%	-0.5%	i	31.4	-7.3%	-1.0%	0.9	0.8%	2.4%	-0.1%
COc1ccc(/C=N/NC(=O)Cc2n[nH]c(=O)[nH]c2=O)cc1	.	26.1%	i	30.9	.	0.5%	.	0.4%	0.6%	-0.2%
O=C(COC(=O)C1(c2cccc(F)c2)CCCC1)NCc1cccs1	1.4%	-4.2%	i	5.4	-2.5%	0.5%	1	2.6%	12.6%	-0.2%
CCOC(=O)c1cc(NC(=O)c2ccc(C)cc2)c(=O)oc1C(F)(F)F	-159.4%	-9.7%	i	36.3	-67.7%	-1.0%	1	2.0%	-1.0%	0.3%
CCc1cccc2c(=O)c(C(=O)NCCCOC)c[nH]c12	5.4%	4.2%	i	55.0	-0.4%	0.2%	1.1	-1.1%	1.1%	0.1%
Cc1c(NC(=O)c2ccc(F)c(S(=O)(=O)N3CCOCC3)c2)c(=O)n(-c2ccccc2)n1C	-8.2%	-4.8%	i	23.9	-1.5%	0.2%	1.1	4.7%	.	-0.5%
C/C(=N\Nc1ncc(Cl)cc1Cl)c1ccc(S(=O)(=O)NCc2ccco2)cc1	12.5%	2.0%	i	36.7	23.3%	2.4%	1.3	3.9%	2.7%	4.7%
CC(C)(C)c1ccc(C(CC(=O)O)NC(=O)Cc2ccc(F)cc2)cc1 (stereo not drawn)	-2.2%	2.5%	i	58.5	-1.9%	-0.1%	1	5.6%	0.4%	.
CCn1cnc2sc(C(=O)Oc3cccc(C)c3)c(C)c2c1=O	12.5%	-3.6%	i	26.0	7.7%	0.1%	1	-3.3%	-0.9%	2.2%
CCc1ccc(OCCNC(=O)c2cccs2)cc1	-10.2%	0.4%	i	65.9	-8.3%	0.2%	1	-10.4%	18.9%	-3.7%
CCCCCCc1cc2cc(-c3nnc(-c4ccccc4O)o3)c(=O)oc2cc1O	-0.5%	-9.9%	i	41.8	-6.1%	?	0.9	11.9%	-3.9%	8.5%
N/C(=N\OC(=O)COc1ccc([N+](=O)[O-])cc1)c1ccncc1	-2.9%	17.1%	i	49.8	-1.4%	-0.3%	1.1	3.9%	-1.2%	-0.8%
COC(=O)[C@H](Cc1ccccc1)NC(=O)NCc1ccc(S(N)(=O)=O)cc1	6.0%	-3.9%	i	13.8	8.1%	0.0%	1	9.5%	1.1%	-1.1%
N#Cc1cc2sc3nnc(-c4ccncc4)n3c2cc1C#N	6.3%	6.2%	i	43.6	17.4%	?	1.1	5.1%	8.0%	2.4%
Cc1nn(Cc2ccccc2Cl)c(C)c1NC(=O)CSc1n[nH]c(C)c1[N+](=O)[O-]	-17.7%	12.7%	i	35.9	-4.1%	0.1%	1.2	-3.7%	0.8%	.
CCOc1ccc(NC(=O)C(=S)NC2CCCCC2)cc1	13.3%	5.2%	i	26.3	13.7%	-0.6%	1.2	-1.7%	0.8%	0.0%
Cn1c(=O)cc(Cl)[nH]c1=O	-12.7%	-7.2%	i	62.1	-20.2%	0.4%	1.2	0.2%	1.4%	0.6%
COc1cc(CCC(=O)Nc2ccc(C)c(S(=O)(=O)N(C)C)c2)cc(OC)c1OC	-7.3%	0.9%	i	18.4	1.8%	-1.1%	1.1	2.0%	4.1%	0.9%[50 µM]
Cc1cc(C)cc(N2C(=O)CC(Cn3nc(C)cc3C)C2=O)c1 (stereo not drawn)	.	-12.2%	i	36.0	.	0.2%	.	-7.5%	1.2%	.
CC(=C\c1ccccc1)/C=C1/SC(=S)N(CCCC(=O)O)C1=O	.	.	i	25.7	.	-0.5%	.	.	6.4%	-3.4%[50 µM]
CCOC(=O)C(=Cc1ccc(Br)cc1)C(=O)OCC	.	-0.4%	i	17.7	.	3.0%	.	-2.0%	-1.7%	0.2%[50 µM]
CCN(CC)S(=O)(=O)c1cc(NC(=O)C(C)N2CCN(c3ccccn3)CC2)ccc1C (stereo not drawn)	19.9%	-1.2%	i	62.1	12.2%	-0.9%	1.1	6.6%	6.2%	0.1%
Oc1ccc(/C=N/N2CCN(C3c4ccccc4-c4ccccc43)CC2)cc1	.	13.0%	i	32.9	.	-0.5%	.	4.7%	4.8%	0.2%
Cc1onc(-c2c(F)cccc2Cl)c1C(N)=S	7.4%	-13.9%	i	51.7	-0.4%	.	1.1	0.1%	-0.1%	2.2%
CCOC(=O)C1(Cc2cccc(OC)c2)CCN(CCO)CC1	-0.4%	-3.3%	i	43.4	2.8%	0.3%	1	2.1%	-1.7%	0.4%
COc1ccc(-c2cc(C(=O)Nc3ccc(C(N)=O)cc3)c3ccccc3n2)cc1OC	-5.1%	-1.3%	i	56.4	-0.6%	0.0%	1.1	14.0%	11.9%	-0.1%
COc1ccc(COC(=O)C2=C(C)NC(=O)NC2c2cccc(Br)c2)cc1 (stereo not drawn)	.	.	i	38.4	.	1.1%	.	.	20.4%	-0.7%
COc1ccc(/C=N/n2c(=O)[nH]c3c([nH]c4ccc(C)cc43)c2=O)cc1CN1CCOCC1	17.3%	-15.7%	.	.	21.8%	1.7%	1.1	2.0%	.	0.5%
COc1ccc(CC(=O)Nc2ccc(S(=O)(=O)NC(C)C)cc2)cc1	0.8%	1.0%	.	.	12.4%	-1.7%	1.1	6.3%	1.3%	4.6%
COc1cc(/C=C(\C#N)c2nn(CCO)c(N)c2C#N)cc(OC)c1OC	-121.9%	20.7%	i	45.7	-62.4%	0.8%	1.1	9.8%	0.6%	0.1%
O=C(Nc1ccc2c(c1)OCO2)c1cc2n(n1)C(C(F)(F)F)CC(c1ccccc1)N2 (stereo not drawn)	8.4%	1.8%	i	18.5	-1.0%	-0.3%	1.1	4.5%	-1.4%	0.6%
Cc1ccc(C(=O)Cc2cc3ccccc3oc2=O)c(C)c1	.	.	i	48.4	.	-0.3%	.	.	0.9%	0.3%
CCO[C@H]1OC(C(=O)N2CCOCC2)=C[C@@H](c2ccccc2)[C@@H]1CCCO	14.1%	0.2%	i	26.2	10.8%	0.0%	1	3.6%	-1.5%	0.7%
CCOC(=O)c1c(C)[nH]c(C)c1S(=O)(=O)NCCc1cccs1	.	.	i	28.3	.	-1.1%	.	.	2.9%	0.3%
O=C(O)c1nn2cc(CCO)cnc2c1Cl	.	6.8%	i	28.1	.	0.5%	1.1	2.1%	1.3%	0.7%
O=C(CSc1ccc(F)cc1)N1CCN(S(=O)(=O)c2ccccc2)CC1	13.8%	6.9%	i	34.9	17.4%	-1.2%	1	3.9%	-1.9%	0.4%
CC/C(=N\NC(=O)c1ccc2c(c1)OCO2)c1ccccc1	.	.	i	62.8	.	0.0%	.	.	1.7%	1.5%[50 µM]
O=C(O)c1cc(N/N=C/C(Cl)=C/c2ccccc2)ccc1Cl	-43.4%	14.2%	i	33.8	-56.0%	0.9%	1	19.8%	3.2%	-0.1%
Cc1cc(C)[n+](-c2ccc(Oc3ccccc3)c(S(=O)(=O)[O-])c2)[nH]1	.	3.0%	i	38.8	.	1.1%	.	3.2%	0.9%	0.7%
C/C(=N/NC(=O)c1cccs1)c1c(C)[nH]n(-c2nc3ccccc3s2)c1=O	-22.8%	15.1%	i	61.2	-9.6%	-0.9%	2.7	?	3.8%	0.1%
CCCOc1ccc(N2C(=O)CC(N(Cc3ccc(OC)cc3)C(=S)Nc3ccccc3)C2=O)cc1 (stereo not drawn)	7.6%	-7.4%	i	5.2	13.4%	-1.4%	1.4	-3.0%	7.34µM*	2.8%
Cc1c(N=Cc2cccnc2)c(=O)n(-c2ccccc2)n1C	6.1%	0.9%	i	48.8	5.8%	0.4%	1	5.9%	0.4%	2.1%

(list continues)
SMILES	PMI inhibition	M17LAP inhibition	T cell HTS	T cell HTS vesicle-bound %	human PMI inhibition	West Nile virus CPE	TNAP activators	P. falciparum M1AAP	RSV CPE inhibition	K1F lysis inhibition
COc1ccc2[nH]c3c(=O)n(N)c(=O)[nH]c3c2c1	.	.	i	24.9	.	0.2%	.	.	0.2%	0.9%[50 µM]
COc1ccc(C(=O)OCC(=O)Nc2ccc(F)cc2F)cc1OC	-4.7%	-6.5%	i	38.1	-1.8%	-0.3%	1.1	3.8%	0.7%	4.6%
O=C(NC(=O)c1ccccc1F)OCc1ccc(Cl)cc1Cl	.	6.9%	i	0.9	.	0.6%	.	0.6%	1.3%	0.2%
Cc1ccccc1-c1nnnn1C1CCS(=O)(=O)C1 (stereo not drawn)	10.2%	4.2%	i	60.5	10.3%	0.8%	1	11.7%	2.1%	0.0%
Cc1ccc(-c2nn(Cc3ccccc3)cc2/C=C/C(=O)O)cc1	-10.2%	38.8%	i	12.5	-3.4%	0.0%	1.1	6.2%	0.1%	2.6%
